Assay outcomes deposited in PubChem by several laboratories.
FBA Mtb inh: Mtb FBA enzyme inhibitors, primary screen, biochemical, fluorescence, strain H37Rv. 360,000 compounds, 2.3% hits. purified M. tuberculosis FBA, fluorescence read-out. inhibition, % at 1 µM; in the data active = inhibition above about 27%;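 note: 0% = vehicle and 100% = reference inhibitor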
Target sequence (P9WQA3 whole entry, looked up): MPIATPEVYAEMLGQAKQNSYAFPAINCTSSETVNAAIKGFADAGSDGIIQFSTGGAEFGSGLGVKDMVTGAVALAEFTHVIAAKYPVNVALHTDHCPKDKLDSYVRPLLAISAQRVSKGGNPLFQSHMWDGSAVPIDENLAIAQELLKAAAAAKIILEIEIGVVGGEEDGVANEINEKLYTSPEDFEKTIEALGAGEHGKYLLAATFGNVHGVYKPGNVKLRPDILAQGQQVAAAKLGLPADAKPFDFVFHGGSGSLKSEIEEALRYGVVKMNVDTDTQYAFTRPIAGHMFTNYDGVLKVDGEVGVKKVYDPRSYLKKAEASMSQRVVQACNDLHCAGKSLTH
PrPC surface inh: inhibitors of human cell surface prion protein PrPC, primary screen, cell-based, TR-FRET; inhibition, % at 13.8 µM; TR-FRET read-out; Major prion protein (Homo sapiens), P04156; 370,000 compounds, 0.43% hits; in the data active = inhibition above about 24%; note: 0% = median of the test wells and 100% = reference compound wells
Mtb UGM inh: M. tuberculosis UGM enzyme inhibitors, primary screen, biochemical, fluorescence polarization, single point | 320,000 compounds, 0.06% hits | purified UGM, fluorescence polarization probe displacement | inhibition, % at 10 µM | UDP-galactopyranose mutase (Mycobacterium tuberculosis (strain ATCC 25618 / H37Rv)), …; in the data active = inhibition above about 10%, passing the limit was not always enough; inconclusive = no clear call, values can overlap the other calls
Target sequence (P9WIQ1 whole entry, looked up): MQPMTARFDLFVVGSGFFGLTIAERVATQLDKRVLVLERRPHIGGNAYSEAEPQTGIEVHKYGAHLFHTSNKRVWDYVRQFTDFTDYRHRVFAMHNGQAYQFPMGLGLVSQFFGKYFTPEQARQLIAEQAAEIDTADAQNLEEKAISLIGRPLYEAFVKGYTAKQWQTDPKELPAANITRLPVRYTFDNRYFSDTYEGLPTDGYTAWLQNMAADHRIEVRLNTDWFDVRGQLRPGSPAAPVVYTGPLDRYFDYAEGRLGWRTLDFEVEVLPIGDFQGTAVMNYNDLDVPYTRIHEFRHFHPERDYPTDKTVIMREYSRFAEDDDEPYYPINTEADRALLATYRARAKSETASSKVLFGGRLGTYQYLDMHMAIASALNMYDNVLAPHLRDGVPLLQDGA
MazEF act: activators of E. coli MazEF toxin-antitoxin RNase, primary screen, biochemical, fluorescence, uHTS. FAM/BHQ RNA-DNA oligo cleavage fluorescence, 5 h. activation, % at 20 µM. 350,000 compounds, 0.32% hits; in the data active = activation above about 50%
Target sequence (P0AE70 whole entry, looked up): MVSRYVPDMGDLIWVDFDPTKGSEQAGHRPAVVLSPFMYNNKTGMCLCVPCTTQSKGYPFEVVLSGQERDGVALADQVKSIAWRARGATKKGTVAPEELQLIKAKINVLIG
Rv3671c protease: Rv3671c serine protease inhibitors, primary screen, biochemical, fluorescence polarization, M. tuberculosis H37Rv; 320,000 compounds, 0.048% hits; inhibition, % at 5.96 µM; P9WHR9; in the data active = inhibition above about 38%;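 note: extracellular domain of Rv3671c used as enzyme; 0% = enzyme with DMSO and 100% = no enzyme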
FadD28 FP inh: inhibitors of FadD28 bisubstrate probe binding, primary screen, biochemical, fluorescence polarization, single point; Mycobacterium tuberculosis FadD28 fatty-acid-AMP ligase; 360,000 compounds, 0.22% hits; inhibition, % at 12.5 µM; AID 588549, 2011; in the data active = inhibition above about 8.5%, passing the limit was not always enough; inconclusive = no clear call, values can overlap the other calls
GDH-TPI counter: GDH-TPI coupling enzyme inhibitors, primary screen, artefact control for M. tuberculosis FBA inhibitor project, biochemical, absorbance, full deck. GDH-TPI coupled enzyme counterscreen, NADH absorbance. inhibition, % at 4.8 µM. 360,000 compounds, 1.2% hits. AID 588335, 2011; in the data active = inhibition above about 30%;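 note: 0% = DMSO wells and 100% = wells lacking the enzyme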
BioA inh: M. tuberculosis BioA enzyme inhibitors, primary screen, biochemical, plate reader, single point, HTS. inhibition, % at 9.99 µM. purified M. tuberculosis BioA enzyme. 7,8-diaminopelargonic acid synthase BioA (Mycobacterium tuberculosis). 360,000 compounds, 0.096% hits; in the data active = inhibition above about 40%; inconclusive = no clear call, values can overlap the other calls
BoNT-F LC inh: BoNT/F light chain protease inhibitors, primary screen, biochemical, flow cytometry, MLPCN library; 360,000 compounds, 0.22% hits; inhibition, % at 10 µM; AID 588497, 2011; Multiplex microsphere protease cleavage assay; in the data active = inhibition above about 35%, passing the limit was not always enough; inconclusive = no clear call, values can overlap the other calls; note: plate controls were buffer without enzyme for full effect and enzyme alone for no effect
* = called active by the depositor; ? = inconclusive; . = not tested or not shown.

molecule | FBA Mtb inh | PrPC surface inh | Mtb UGM inh | MazEF act | Rv3671c protease | FadD28 FP inh | GDH-TPI counter | BioA inh | BoNT-F LC inh
CN(Cc1ccccc1)C(=O)CN1C(=O)NC(C)(c2ccc(C(C)(C)C)cc2)C1=O (stereo not given) | 1 | -7 | -0.2 | -1 | 0 | -1.9 | -5 | 1.8 | 0
O=C(O)CC(NC(=O)C12CC3CC(CC(C3)C1)C2)c1ccc(OC2CCCC2)cc1 (stereo not given) | -4 | 7 | 0.9 | 3 | 6 | -0.3 | 0 | 1.0 | 2
CCN(CC)S(=O)(=O)c1ccc(/C=C/C(=O)Nc2ccc(N3CCOCC3)cc2)cc1 | 0 | -3 | 3.0 | 10 | -2 | -0.9 | 29 | -1.4 | -9
Cc1cccc(OCc2nnc(SCC(=O)N(C(C)C)C(C)C)n2Cc2ccco2)c1C | 1 | -5 | 5.0 | -5 | 2 | -0.9 | 1 | 1.1 | 3
CC(C)(C)OC(=O)N[C@H]1C=C[C@H](OC(=O)CC(=O)OCC(F)(F)F)C1 | 2 | -7 | . | 13 | . | -3.5 | -5 | -0.3 | -4
CCN1C(=O)[C@H]2[C@@H](c3ccc(-c4ccc(F)cc4)cc3)N[C@@](C)(C(=O)OC)[C@H]2C1=O | 0 | 2 | -2.2 | 2 | -2 | -6.5 | -4 | 0.9 | -1
Nc1ccccc1-c1nc2ccccc2s1 | 51* | 3 | 1.9 | 3 | 2 | -0.3 | 6 | -0.6 | -1
O=C(Nc1nnc(COc2ccc(Cl)cc2)s1)C1CCCO1 (stereo not given) | 3 | 15 | -1.1 | 0 | -7 | 0.9 | 9 | -0.9 | 6
O=C(NCc1n[nH]c(=S)n1-c1ccccc1)c1ccco1 | 0 | -7 | 2.2 | 1 | -15 | ? | -5 | 0.8 | 10
Cc1ccc(S(=O)(=O)N2CCN(C(=O)c3ccccc3)C2)cc1[N+](=O)[O-] | -3 | -12 | -0.5 | 13 | 3 | -2.7 | 9 | . | -2
O=C(O)c1cccc(NC(=S)NC(=O)c2cncc(Br)c2)c1 | 0 | -4 | 2.3 | -12 | -1 | -4.6 | 5 | -0.1 | .
COc1ccc(CCNC(=O)C2CCCN2S(=O)(=O)c2cccc3nsnc23)cc1OC (stereo not given) | -5 | -25 | 1.9 | 3 | 3 | -0.9 | 3 | -0.5 | -2
COc1ccc(C(=O)c2c3ccccc3[n+]([O-])n2CCC(N)=O)cc1 | -3 | -5 | -3.7 | 4 | 6 | -2.0 | 15 | 0.5 | -3
CS(=O)(=O)c1ccc(-c2cccc(NC(=O)c3ccco3)c2)nn1 | 1 | 8 | 1.3 | 7 | -7 | -3.1 | -3 | -0.7 | -11
Cc1ccc(C(=O)COc2cc(C)nc3nncn23)cc1 | -2 | 7 | 3.0 | 4 | -1 | 0.1 | -3 | . | ?
N#CCNC1CC(=O)N(c2ccc(F)cc2)C1=O (stereo not given) | -1 | 2 | 0.9 | 7 | -2 | -0.8 | 5 | 0.4 | -6
COc1ccc(CN(C)CC(=O)Nc2cccc(S(=O)(=O)N(C)c3ccccc3)c2)c(OC)c1 | -1 | -7 | 0.1 | 0 | -3 | -5.2 | -15 | 0.0 | 1
O=C(c1ccco1)N1CCN=C1SCc1c(F)cccc1Cl | -2 | 2 | -3.4 | -3 | 6 | -6.0 | 2 | 8.9 | -19
CCOCCn1c(CN2CCOCC2)nc2c1c(=O)[nH]c(=O)n2C | 2 | -1 | 1.3 | 1 | -3 | -2.5 | 1 | -1.8 | -6
O=C(COc1ccc(Cl)cc1)NNC(=O)c1ccccn1 | 0 | 8 | 1.0 | 7 | 6 | 0.6 | 9 | -1.1 | -5
CCC1(c2ccc(F)cc2)NC(=O)N(CC(=O)NCc2ccccc2Cl)C1=O (stereo not given) | 2 | -3 | -2.3 | 3 | -5 | -3.9 | -4 | -0.4 | -10
O=C(c1cccnc1)N1CCC(Oc2ccc(C(=O)N3CCCC(O)C3)cc2)CC1 (stereo not given) | 28* | -7 | -2.5 | -2 | -7 | 0.1 | 3 | -0.7 | -1
COc1ccc(/C=N/n2c(=O)[nH]c3c([nH]c4ccc(C)cc43)c2=O)cc1CN1CCOCC1 | 93* | . | . | 9 | . | -0.7 | 14 | . | -7
O=C1CCN(Cc2ccccc2)C=C1c1cccc(O)c1 | -1 | 0 | -0.7 | -8 | 2 | -0.1 | 22 | 3.1 | -8
CCOC(=O)C1CCCN(C(=O)COc2ccc(C(=O)c3ccccc3)cc2)C1 (stereo not given) | 2 | 0 | . | 1 | . | -1.1 | 0 | 1.0 | -6
COc1ccc2nc3n(c(=O)c2c1)-c1ncccc1C(=O)NC3C (stereo not given) | 5 | 11 | . | 0 | . | 0.0 | 19 | -10 | 2
CCc1nc2c(c(=O)c3ccccc3n2C)c(=O)n1C1CCCCCC1 | -2 | 2 | 4.9 | 9 | 9 | 0.8 | 7 | . | -4
COc1cc(NC(=O)c2cc(Br)cc(C)c2OC)ccc1NC(=O)C(C)C | 0 | 0 | 3.9 | 7 | 2 | -1.1 | -4 | -2.5 | 2
O=C1CSC(c2ccc(F)cc2)N1c1ccccc1F (stereo not given) | 3 | -3 | 1.6 | 2 | -6 | -0.5 | 1 | -0.9 | -14
O=C1NC2(CCCCC2)C(=O)N1/N=C/c1ccc(O)cc1O | 3 | 4 | -2.1 | 0 | -8 | -0.2 | 22 | -2.3 | -3
CC(C)(C)c1nc(N)nc(=O)[nH]1 | 0 | 0 | -0.5 | 3 | 0 | 0.4 | -1 | . | 5
Cc1nc2nc(SCc3nc4ccccc4[nH]3)[nH]c2cc1Br | 1 | 1 | 2.4 | 19 | -20 | -2.8 | 13 | -0.6 | -6
CCN(CC)P(=O)(/C=C(\Cl)c1ccccc1)/C=C(\Cl)c1ccccc1 | -1 | 3 | 0.2 | 5 | -2 | -0.4 | -2 | . | 0
CCCCSCCCNC(=O)c1cn(CC)c2ccc(S(=O)(=O)N3CCOCC3)cc2c1=O | 1 | -7 | 1.8 | -7 | -20 | -3.0 | 17 | 0.4 | -1
Cc1cccc(OC(=O)c2ccc3nccnc3c2)c1 | 5 | -3 | 0.2 | 3 | -1 | 0.4 | 1 | -1.3 | -18
CN1C=CC=C/C1=C1\SC(=S)N(c2ccccc2)C1=O | -10 | -5 | 1.4 | 1 | 9 | -0.1 | 7 | 0.2 | -2
CCNc1nc(NCC)nc(N/N=C/c2cc(OC)c(OC)c(OC)c2)n1 | -1 | -3 | -0.5 | 1 | -2 | -3.6 | 2 | . | 3
O=C(COC(=O)c1ccc(Cl)c(Cl)c1)Nc1cccnc1Cl | 4 | -6 | 2.4 | 0 | 2 | -0.6 | 5 | . | 7
COc1ccc(/C=C2\SC(=S)N(CCCC(=O)Nc3ccccc3C(=O)O)C2=O)cc1OC | 3 | -7 | -0.4 | -16 | -8 | 0.6 | 8 | -1.6 | -5
COc1ccc(OCC(=O)NNC(=O)c2cccc(C)c2)cc1 | 4 | 10 | -2.5 | -3 | -2 | 1.9 | 6 | -1.2 | -2
COc1ccc(C2N(C(C)=O)CCN2S(=O)(=O)c2ccc(C)cc2)cc1 (stereo not given) | -1 | 7 | 1.3 | -1 | -4 | -3.3 | -6 | -1.4 | -13
O=C1CCCc2c1cc(C(=O)NCCCN1CCOCC1)c(=O)n2-c1ccc(Cl)cc1 | 4 | -7 | -3.3 | -2 | -3 | 0.9 | 20 | 45* | -12
NCCCC[C@@H]1NC(=O)[C@H](CCC(=O)O)NC(=O)c2cc([N+](=O)[O-])cc(I)c2NCC[C@@H](C(N)=O)NC1=O | -1 | . | -1.3 | 6 | 4 | -0.9 | 9 | -1.6 | 0
COc1ccc(NC(=O)CSc2nnc3ccc(-c4ccccn4)nn23)cc1OC | 6 | 0 | 1.8 | 4 | -6 | 0.6 | 4 | -2.5 | -14
Clc1ccc(SCCCCn2ccnc2)cc1 | 1 | 2 | -1.1 | 11 | -4 | 0.1 | -11 | . | 10

Sorted by SMILES length (highest first): some entries from above
molecule | FBA Mtb inh | PrPC surface inh | Mtb UGM inh | MazEF act | Rv3671c protease | FadD28 FP inh | GDH-TPI counter | BioA inh | BoNT-F LC inh
NCCCC[C@@H]1NC(=O)[C@H](CCC(=O)O)NC(=O)c2cc([N+](=O)[O-])cc(I)c2NCC[C@@H](C(N)=O)NC1=O | -1 | . | -1.3 | 6 | 4 | -0.9 | 9 | -1.6 | 0
CCNc1nc(NCC)nc(N/N=C/c2cc(OC)c(OC)c(OC)c2)n1 | -1 | -3 | -0.5 | 1 | -2 | -3.6 | 2 | . | 3
CC(C)(C)c1nc(N)nc(=O)[nH]1 | 0 | 0 | -0.5 | 3 | 0 | 0.4 | -1 | . | 5

Other compounds:
molecule | FBA Mtb inh | PrPC surface inh | Mtb UGM inh | MazEF act | Rv3671c protease | FadD28 FP inh | GDH-TPI counter | BioA inh | BoNT-F LC inh
Cc1ccc(S(=O)(=O)NCc2c(Cl)cccc2Oc2ccccc2)cc1 | 1 | . | 0.9 | -7 | -12 | -2.3 | 1 | -2.7 | ?
NC1=NC[C@H](Cc2ccccc2)N1CC1CCCCC1 | 3 | -4 | 1.8 | 7 | -1 | -0.2 | -4 | 1.1 | -8
O=C(CCc1ccc(S(=O)(=O)NCc2ccccc2)cc1)NCc1cccnc1 | 1 | 4 | 0.6 | 16 | -10 | -4.9 | -1 | 0.4 | 4
Cc1nc2ccccc2c2oc(C(=O)N3CCN(C(=O)c4ccco4)CC3)cc12 | 4 | -3 | -1.3 | 5 | -4 | -1.7 | 6 | -0.5 | -1
Cc1nn2c(-c3ccccc3)c(-c3ccccc3)nc2[nH]c1=O | 8 | -2 | 0.9 | -1 | 1 | 0.6 | 17 | 0.3 | 21
O=C(Cn1nnc(-c2ccccc2-n2cnnn2)n1)c1ccccc1 | 0 | 3 | -0.3 | -2 | 2 | -2.9 | -1 | -6.1 | -14
CC(C)Nc1nnc(SCC(=O)Nc2ccc(F)cc2)s1 | 1 | 9 | 1.0 | -2 | 7 | -2.6 | -11 | 1.8 | -7
CCSc1nc2ccccc2c(=O)n1-c1c(C)n(C)n(-c2ccccc2)c1=O | 5 | 1 | 1.0 | -19 | 2 | -3.2 | 5 | . | -3
Cc1ccn2c(C(=O)N/N=C\c3ccc4c(c3)OCO4)c(C)nc2c1 | -1 | 3 | 2.8 | 6 | -6 | -1.2 | 46* | 1.4 | -6
COc1ccc(NC(=O)C(C)N(c2ccc(C)cc2)S(C)(=O)=O)c(OC)c1 (stereo not given) | -4 | 0 | -1.0 | -2 | 5 | -0.9 | -2 | 4.1 | -26
CCOc1ccccc1NC(=O)Cn1nnc(-c2ccc(OCC)c(OCC)c2)n1 | -1 | 1 | -2.2 | 1 | -13 | 0.0 | 11 | 0.1 | -5
CCOC(=O)C1CCN(C(=O)c2ccc(NS(=O)(=O)c3ccc(F)cc3C)cc2)CC1 | 0 | 12 | 2.8 | 2 | -4 | 0.2 | 3 | 0.8 | -4
CC(=O)Nc1ccc(NC(=O)Nc2cc(C)cc(C)c2)cc1 | 1 | -3 | -0.8 | 8 | -6 | -0.4 | -6 | -1.6 | -3
O=C(CSc1nnc(Cn2c(=O)sc3ccccc32)n1-c1ccccc1)Nc1nccs1 | 2 | -2 | 1.3 | 8 | 2 | 0.4 | 11 | -0.1 | -4

Single records, from the list above. Order of values: FBA Mtb inh | PrPC surface inh | Mtb UGM inh | MazEF act | Rv3671c protease | FadD28 FP inh | GDH-TPI counter | BioA inh | BoNT-F LC inh
Record of Cc1ccn2c(C(=O)N/N=C\c3ccc4c(c3)OCO4)c(C)nc2c1 : -1 | 3 | 2.8 | 6 | -6 | -1.2 | 46* | 1.4 | -6
Record of CCOc1ccccc1NC(=O)Cn1nnc(-c2ccc(OCC)c(OCC)c2)n1 : -1 | 1 | -2.2 | 1 | -13 | 0.0 | 11 | 0.1 | -5
